Screening data as filed in PubChem.
D2 antag = antagonizes the human D2 dopamine receptor; P14416; 340,000 tested, 2% active; HEK293 TREx D2 cells, calcium flux, dopamine EC80; inhibition, % at 10 µM; in the data active = inhibition above about 30%; also: 0% is about no effect
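Antagonism is scored as inhibition of an EC80 dopamine-evoked calcium signal in a force-coupled, tetracycline-inducible HEK293 T-REx D2 line, with compound present 180 s before agonist.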
IDH1 R132H inh = human IDH1 R132H inhibition. O75874. IDH1-R132H enzyme, NADPH consumption, diaphorase/resazurin fluorescence. Potency, µM (doses to about 76.6 µM), inactives show at the top dose activity change, negative = inhibition, usual class: inhibitors. 390,000 tested, 0.093% active. AID 602179; also: potency is read from the fitted curve at half-maximal effect; % is scaled to controls: 0 for no effect and ±100 for the full control effect; nearly all actives have a fitted effect of over 65% in size
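IDH1-R132H (0.5 ug/mL dispensed) in pH 7.5 Tris buffer was preincubated 30 min with compound, then given a substrate mix of 0.016 mM NADPH and 2 mM alpha-KG for 80 min at room temperature; remaining NADPH was read by diaphorase/resazurin fluorescence.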
D2 ag = agonists of human D2 dopamine receptor. P14416. HEK293 T-REx D2 cells, calcium flux agonist mode. activation, % at 2 µM. 340,000 tested, 0.53% active;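 active = activation over 3 SD above normal in the single-dose calcium agonist read, cut at about 30% in these data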; also: 0% is about no effect
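HEK293 Trex D2 cells, tetracycline-induced, o/n 30 C 5% CO2; no-wash Ca dye, RT 30–90 min; 10-cycle baseline, 23 nl cpd added, kinetic Ca read 180 s; agonist hits = positive Ca response.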
rTrxR1 inhibitor = rat TrxR1 inhibition; O89049; recombinant rTrxR1, NADPH fluorescence consumption, selenite substrate; Potency, µM (doses to about 114 µM), for the others: top-dose activity change, negative = inhibition, usual class: inhibitors; 390,000 tested, 1% active; AID 588453; also: potency is read from the fitted curve at half-maximal effect; % is scaled to controls: 0 for no effect and ±100 for the full control effect; nearly all actives have a fitted effect of over 65% in size
Target sequence (O89049 whole entry, looked up): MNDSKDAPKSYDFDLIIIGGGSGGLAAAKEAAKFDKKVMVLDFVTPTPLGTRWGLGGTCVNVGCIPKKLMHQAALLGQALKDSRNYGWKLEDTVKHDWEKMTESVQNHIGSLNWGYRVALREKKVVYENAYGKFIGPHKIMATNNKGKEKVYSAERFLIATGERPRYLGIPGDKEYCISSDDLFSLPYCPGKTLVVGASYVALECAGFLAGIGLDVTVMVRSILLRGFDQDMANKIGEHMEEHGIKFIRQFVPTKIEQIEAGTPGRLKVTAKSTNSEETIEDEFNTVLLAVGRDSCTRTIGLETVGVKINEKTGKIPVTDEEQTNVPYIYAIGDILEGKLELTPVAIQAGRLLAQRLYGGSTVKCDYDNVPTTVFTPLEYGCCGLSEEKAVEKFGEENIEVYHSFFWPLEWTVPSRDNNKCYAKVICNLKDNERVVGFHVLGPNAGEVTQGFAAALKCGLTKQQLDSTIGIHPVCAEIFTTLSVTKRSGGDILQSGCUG
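Rat TrxR1 (90 nM in the dispensed reagent) was pre-reduced with 400 uM NADPH for 5 min at room temperature, then incubated with compound for 15 min. After 400 uM selenite was added, NADPH fluorescence (Ex 340/Em 450 nm) was followed for 8 min.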
USP1 inh = USP1/UAF1 (human) deubiquitinase inhibition. O94782. recombinant USP1/UAF1, Ub-Rhodamine cleavage fluorescence. Potency, µM (highest dose often 57.1 µM), inactives show at the top dose activity change, negative = inhibition, actives largely listed as inhibitors. 390,000 tested, 0.23% active. AID 743255; also: potency is read from the fitted curve at half-maximal effect; % is scaled to controls: 0 for no effect and ±100 for the full control effect; nearly all actives have a fitted effect of over 60% in size; inactives centre near -12
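High-throughput fluorogenic screen: 1nM USP1/UAF1 complex, Ub-Rho substrate 150nM final, 50mM HEPES pH 7.8 with 0.5mM EDTA, 0.1 mg/ml BSA, 1mM TCEP and 0.01% Tween-20.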
Pin1 inhibitor = human Pin1 inhibition; Potency, µM (doses to about 115 µM), for the others: at the top dose activity, negative = inhibition, hits mostly inhibitors; Pin1 FP peptide displacement, HiFluor488, 10 min; 390,000 tested, 0.009% active; AID 504891; active = well fitted inhibition curve with a large enough effect in the polarisation, with a control signal flat, not every such curve was filed as active; inconclusive = small, poorly fitted or top-dose-only effect, or effect the other way, or a change in a side signal; inactive = no such curve, though single readings can be large or run the other way; the % refers to the polarisation; also: potency is read from the fitted curve at half-maximal effect; % is scaled to controls: 0 for no effect and ±100 for the full control effect
Target sequence (Q13526 whole entry, looked up): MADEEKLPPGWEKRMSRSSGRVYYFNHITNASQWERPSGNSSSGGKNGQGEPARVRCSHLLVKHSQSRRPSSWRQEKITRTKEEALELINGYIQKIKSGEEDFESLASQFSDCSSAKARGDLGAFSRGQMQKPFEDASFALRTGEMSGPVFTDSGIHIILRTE
TrxR1 substrate = substrates of rat thioredoxin reductase 1 | AID 588456 | 390,000 tested, 0.01% active | purified TrxR1 substrate turnover, NADPH consumption readout | Potency, µM (top dose mostly 114 µM), inactives show at the top dose activity change, negative = substrate turnover; also: potency is read from the fitted curve at half-maximal effect; % is scaled to controls: 0 for no effect and ±100 for the full control effect; nearly all actives have a fitted effect of over 50% in size
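Rat TrxR1, dispensed at 90 nM, was prereduced with 400 uM NADPH (final) for 5 min at ~22 deg C, then incubated with compound 15 min before 400 uM selenite. A first-read NADPH fluorescence drop versus no-compound background flagged substrates.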
TRHR ag = activates the human TRH receptor | AID 493084 | TRHR cells, calcium flux fluo-8, FDSS agonist mode | activation, % at 2 µM | 360,000 tested, 0.18% active; in the data active = activation above about 30%; also: 0% is about no effect
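TRHR-expressing cells, plated overnight in medium with 10% serum, were loaded with fluo-8 calcium dye at room temperature. After a 10 s baseline, library compound was pin-added and calcium release was recorded kinetically (ex 480/em 530) as agonist response.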
TRHR enhancer = TRH receptor (human) allosteric enhancement. P34981. TRHR cells, fluo-8 calcium fluorescence, EC20 TRH enhancement. enhancement, % at 2 µM. 360,000 tested, 0.66% active; in the data active = enhancement above about 30%; also: 0% is about no effect
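Enhancer read-out: after compound pinning and an initial kinetic agonist-mode read, an EC20 of TRH (10 nM final) was injected and fluo-8 calcium signal (Ex 480/Em 530) followed at 1 s/cycle for 100 cycles in TRHR-expressing cells.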
An asterisk follows results filed as active; ? = inconclusive; / = no result given; & = joins results of further samples; [ ] = another dose, or the depositor's remark. Unless noted, calls follow the shape of the dose curve; as a rule, active = well fitted inhibition curve with a large enough effect; inconclusive = small, poorly fitted or top-dose-only effect; inactive = no such curve, though single readings can be large or run the other way.

SMILES	D2 antag	IDH1 R132H inh	D2 ag	rTrxR1 inhibitor	USP1 inh	Pin1 inhibitor	TrxR1 substrate	TRHR ag	TRHR enhancer
Cc1ccc(S(=O)(=O)N2CCC(C(=O)OCC(=O)N(Cc3ccccc3)C(C)(C)C)CC2)cc1C	2	3%	-0.2	8%	-8%	1%	-4%	-0.6	-5
O=C(O)/C=C/c1ccc(S(=O)(=O)N2CCN(CCN3C(=O)C4C5C=CC(C5)C4C3=O)CC2)cc1 (configuration not stated)	-7	0%	0.5	-4%	-11%	-10%	-5%	1.3	-4
Cc1ccc(NS(=O)(=O)c2cc(C(=O)Nc3cccnc3)ccc2C)cc1	12	9%	-0.1	-13%	-7%	-11%	-7%	-0.2	8
CN(C)c1ccc(S(=O)(=O)NCC(=O)NCCOc2ccccc2F)cc1[N+](=O)[O-]	-9	4%	0.8	14%	-7%	0%	-1%	-0.2	0
CCC[N+](C)(C)C(C)C(OC(C)=O)c1ccccc1 (configuration not stated)	8	-7%	-0.7	-23%	-10%	-7%	-20%	-0.5	0
C=CCNC(=O)c1sccc1Oc1ccc(F)cc1[N+](=O)[O-]	2	7%	0.6	5%[57.1 µM]	-13%	-3%	6%[57.1 µM]	-0.7	25
Cc1nc(-c2ccccn2)sc1C(=O)O	-1	0%	-0.2	4%[57.1 µM]	-20%	7%	1%[57.1 µM]	-1.9	-17
CCN(Cc1ccccc1)C(=O)Cn1c(=O)n(-c2cccc(C)c2)c(=O)c2c1c1cc(OC)ccc1n2C	/	-7%	0.5	127%[activator]	-16%	1%	284%[activator]	0.2	-15
CC(=O)Nc1ccc(S(=O)(=O)NC(C)c2ccncc2)cc1 (configuration not stated)	8	8%	0.7	-11%	-1%	-2%	-4%	0.8	-19
O=C(/C=C/c1ccc([N+](=O)[O-])cc1)OCC(=O)N1c2ccccc2Sc2ccccc21	5	4%	0.4	18%[57.1 µM]	-3%	-1%	6%[57.1 µM]	0.6	2
CC(C)c1ccc(NC(=O)C2C3C=CC(CC3)C2C(=O)O)cc1 (configuration not stated)	/	0%	/	-6%[57.1 µM]	-2%	1%	-10%[57.1 µM]	/	/
O=C(Nc1cccc(Cl)c1)N1CCc2ccccc2C1	-7	14%	1.0	30%	-27%	4%	5%	0.0	-2
CC(=O)c1ccc(N2CCN(C(=O)c3ccc(Cl)c(NC4=NC5CS(=O)(=O)CC5S4)c3)CC2)cc1 (configuration not stated)	15	-9%	0.4	4%	-18%	5%	-6%	0.1	-9
O=C(c1ccc(C(F)(F)F)cc1)C1CCCN(C(=O)c2csnn2)C1 (configuration not stated)	8	4%	0.3	22%	-16%	-1%	10%	-0.4	1
O=C(OCC(=O)c1ccc[nH]1)c1ccc(S(=O)(=O)N2CCCCC2)cc1	-11	/	-3.7	/	/	/	/	-4.6	1
Cc1cc(C)n(CCNC(=O)CC2C(=O)NCCN2Cc2ccccc2C(F)(F)F)n1 (configuration not stated)	-10	1%	0.1	18%[11.4 µM]	-19%	?	13%[11.4 µM]	1.2	14
CC(C)(C)c1ccc(C(=O)NCc2ccco2)cc1	/	-4%	/	-1%	-23%	-3%	-7%	/	/
COc1ccc(-n2ccnc2SCC(=O)Nc2nnc(C)s2)cc1	/	6%	0.7	9%[57.1 µM]	-24%	-3%	3%[57.1 µM]	-0.1	9
CC1(C)CCCN(C(=O)N2c3ccccc3Sc3ccccc32)C1	/	4%	/	-8%	-18%	?	2%	0.5	-7
C=CCN(C(=O)c1cccc(N2C(=O)C3CC=CC(C)C3C2=O)c1)c1ccccc1 (configuration not stated)	0	-4%	-0.3	14%[57.1 µM]	-30%	-5%	0%[57.1 µM]	1.7	4
CC(C)c1ccc(N(CC(=O)NCc2ccco2)C(=O)CCC(=O)Nc2nccs2)cc1	/	-8%	/	2%	5%	-1%	-4%	-1.3	7
O=c1oc2ccccc2c(Nc2ccc3ccccc3c2)c1[N+](=O)[O-]	5	5%	0.2	-8%	-24%	?	-1%	-0.3	0
Cn1c(CC(=O)NNC(=O)c2ccccc2F)nc2ccccc21	-10	-3%	0.2	19%	-9%	6%	7%	1.7	1
COc1ccc(N2C=C3C(=O)C(C)(OC(=O)CCc4ccccc4)C(=O)C=C3C=C2c2ccc(C#N)cc2)cc1 (configuration not stated)	13	5%[38.3 µM]	-0.3	?	?	0%	-1%	-0.2	-10
CNC(=O)N(O)C1N(/N=C/c2cccs2)C(=S)SC1(C)C (configuration not stated)	-9	1%	0.4	-8%	-18%	-4%	-13%	1.4	0
CCc1ccc(S(=O)(=O)N/N=C(/C)c2ccncc2)cc1	10	-4%	0.1	0%	-14%	18%	-4%	0.1	2
O=C(NN=C1CCCCC1)c1ccccc1OCc1ccc(F)cc1	-6	-6%	-0.1	20%	-13%	3%	-1%	-0.5	-1
COc1ccccc1OCC(O)CN1CCN(CC(=O)Nc2c(C)cccc2C)CC1 (configuration not stated)	5	31%&0%	-1.5	-1%[57.1 µM]	14%&-15%	5%&-1%	?	0.5	4
O=S(=O)(Nc1ccccn1)c1cccc(S(=O)(=O)c2ccc(Br)cc2)c1	-8	-15%	-0.8	?	-7%	-5%	-2%[57.1 µM]	-1.4	0
CC1(C)NC(=O)N(CCCCOc2ccc(Br)cc2Cl)C1=O	-5	-2%	-1.2	11%	-10%	?	2%	0.4	8
COc1ccc(C(=O)NCC(=O)OCC(=O)c2ccc(Cl)cc2)cc1OC	/	1%	/	2%	-6%	1%	-3%	-0.2	-2
CC1CC(C)CN(C(=O)Cn2nnc(-c3ccc(Br)cc3)n2)C1 (configuration not stated)	-18	-1%	-0.7	28%[57.1 µM]	-19%	7%	7%[57.1 µM]	-1.3	1
COc1cccc(C(=O)Nc2sc3c(c2C(=O)O)CCCC3)c1	-6	33%[activator]	-0.1	-4%	-18%	6%	7%[57.1 µM]	-0.9	9
COc1ccc(OC)c(S(=O)(=O)N2CCN(C(=O)c3cc(C4CC4)nn3-c3ccccc3)CC2)c1	-18	2%	0.2	-9%	-4%	3%	-7%	-0.5	-8
Cc1ccc(NC(=O)c2ccc(NC(=O)CCS(=O)(=O)c3cccs3)cc2)cc1F	/	-21%	0.3	26%	-24%	18%	5%	-0.3	0
Cn1nccc1-c1cc(Cl)cc(Cl)c1O	-12	5%	-1.4	25%[57.1 µM]	-4%	-7%	5%[57.1 µM]	-0.7	-4
Cc1ccc(NC(=S)N(CCCN2CCCC2)Cc2cccn2Cc2ccc(Cl)cc2)cc1C	-17	11%	2.0	2%	-5%	?	-4%	-0.1	-4
O=C(O)c1ccc(N/N=C/C2=Cc3ccccc3OC2)cc1	-9	-2%	-1.1	?	-17%	-3%	-17%	-0.6	0
CCOc1ccccc1NC(=O)C1CCN(C(=O)NCc2ccccc2)CC1	5	7%	-0.3	-8%	-6%	0%	6%[57.1 µM]	-1.1	-3
COc1cc(C(=O)COC(=O)c2cccs2)cc(OC)c1OC	/	0%	/	11%[57.1 µM]	-11%	5%	-8%	/	/
Cc1ccc(CN2C(=O)C(O)(CC(=O)c3ccc(C)cc3)c3ccccc32)cc1 (configuration not stated)	/	/	0.5	?	-11%	?	-5%	-0.6	4
CCOCCCNC(=O)C(NC(=O)c1cnccn1)c1ccc(OC)cc1 (configuration not stated)	0	-5%	0.7	15%	2%	9%	-4%	0.4	1
COc1ccc(CNC(=O)C2CCN(S(=O)(=O)c3ccc4nc5c(c(C(=O)O)c4c3)CC(C)CC5)CC2)cc1 (configuration not stated)	13	10%	-1.4&-0.3	5%&-6%	-20%&-21%	?	2%&-1%	0.9&0.4	1&-2
CC1(C)Cc2cccc(OCC(=O)O)c2O1	2	1%	0.2	-1%	-13%	2%	-2%	0.4	8
CCc1ccc(CNC(=O)C2CCN(S(=O)(=O)N3CCCC3)CC2)cc1	-7	0%	-0.3	-5%	-7%	-10%	-10%	-0.3	6
COc1ccc(N2C(=O)CC(Cc3ccccc3)C2=O)cc1 (configuration not stated)	13	3%	0.8	16%	-18%	0%	2%	0.0	2
Cc1nn(-c2ccccc2)c(C)c1C(=O)NCCc1ccccc1	29	-5%	-0.1	16%	4%	0%	-1%	-0.6	14
O=c1c(/C=N/O)coc2ccc3ccccc3c12	/	3%	/	5%[57.1 µM]	-4%	-1%	7%[57.1 µM]	-0.2	-4

2 records drawn at random from those above, as already listed:
SMILES	D2 antag	IDH1 R132H inh	D2 ag	rTrxR1 inhibitor	USP1 inh	Pin1 inhibitor	TrxR1 substrate	TRHR ag	TRHR enhancer
CCOc1ccccc1NC(=O)C1CCN(C(=O)NCc2ccccc2)CC1	5	7%	-0.3	-8%	-6%	0%	6%[57.1 µM]	-1.1	-3
CC1(C)Cc2cccc(OCC(=O)O)c2O1	2	1%	0.2	-1%	-13%	2%	-2%	0.4	8

Not all compounds are listed, so the mix of outcomes need not match the whole.
